# Bioassay records (PubChem)
# OXTR agonist: human OXTR agonism; activation, % at 3 µM; P30559; CHO-OTR cells, Fluo-8 calcium fluorescence; normalized: DMSO 0%, oxytocin 100%; AID 2435; hit rate 0.32% among 320,000;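 active = activation above the mean of all tested compounds plus 3 SD, cutoff set per screening run, cut at about 20% in these data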;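 note: peak over basal fluorescence ratio from a 100 s FLIPR kinetic read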
# OXTR potentiator: human OXTR potentiation | CHO-OTR cells, Fluo-8 calcium fluorescence, potentiator mode; 0% = oxytocin EC15, 100% = EC100 | activation, % at 3 µM | hit rate 0.061% among 320,000;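 active = activation above that plate's cutoff, the mean activation of tested compounds plus 3 SD, cut at about 6.6% in these data, passing the limit was not always enough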;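 note: 100% uses oxytocin at 75 nM as the full agonist control; some results filed as inactive read as strong as hits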
#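 Material: CHO-OTR cells, human receptor; compound dosing: single dose, 3.0 µM nominal final compound concentration; schedule: 6 min compound pre-incubation at room temperature, 100 s kinetic read; measured by: kinetic Fluo-8 calcium fluorescence; read-out basis: % activation vs EC15 and EC100 oxytocin; controls: EC15 oxytocin alone as 0%, 75 nM oxytocin as 100%; replicates: singlicate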
# CHO-K1 Ca PAM: counter-screen for M1 PAMs: effect in parental CHO-K1 cells. activation, % at 3 µM. hit rate 0.02% among 360,000. ATP EC20, Fluo-8 calcium fluorescence; 0% at ATP EC20, 100% at ATP max;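 active = activation above the run cutoff, the mean activation of all test compounds plus 3 SD, cut at about 40% in these data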;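 note: peak over basal fluorescence ratio in a 140 s read after ATP addition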
# CHO-K1 Ca ag: M1 agonist counterscreen hit in parental CHO-K1 cells; hit rate 0.48% among 360,000; Fluo-8 calcium fluorescence; scaled to maximal ATP response, vehicle zero; activation, % at 3 µM; in the data active = activation above about 15%;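 note: untransfected CHO-K1 host cells lacking M1 receptor as counterscreen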
# GPR7 antag: blocks human GPR7 receptor signaling; P48145; GPR7-expressing cells, fluorescence antagonist assay; inhibition, % at 4.4 µM; hit rate 1.1% among 290,000; AID 1861; in the data active = inhibition above about 16%, passing the limit was not always enough;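 note: cells stimulated with the agonist NPW; 0% = agonist with vehicle and 100% = vehicle without agonist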
# Target sequence (P48145 whole entry, looked up): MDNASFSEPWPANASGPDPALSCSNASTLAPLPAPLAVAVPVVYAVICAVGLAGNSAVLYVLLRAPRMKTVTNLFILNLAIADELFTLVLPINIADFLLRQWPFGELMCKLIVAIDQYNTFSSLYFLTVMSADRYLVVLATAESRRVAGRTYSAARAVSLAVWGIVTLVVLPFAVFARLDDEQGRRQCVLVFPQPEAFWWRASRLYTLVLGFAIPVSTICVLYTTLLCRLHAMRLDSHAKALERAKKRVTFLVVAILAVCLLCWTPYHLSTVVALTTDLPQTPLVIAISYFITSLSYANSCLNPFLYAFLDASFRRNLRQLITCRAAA
# CHO parental Ca: counter-screen for OX1R antagonists: effect in parental CHO cells. parental CHO-K1, ATP-induced calcium, Fluo-8 fluorescence. inhibition, % at 5.6 µM. hit rate 0.63% among 330,000. AID 463079;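 active = inhibition above that plate's mean sample inhibition plus 3 SD, cut at about 26% in these data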;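 note: 0% = ATP-challenged DMSO wells and 100% = DMSO wells without ATP; some compounds past the cut are filed as inactive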
#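 Material: Parental CHO cells | Reagent: ATP | Compound dosing: Single nominal dose of 5.6 µM per compound | Detection: Intracellular calcium via Fluo-8 no-wash fluorescent dye | Read-out: % inhibition of ATP-induced calcium mobilization | Benchmarks: Low control ATP plus DMSO, high control DMSO only | Replicates: Singlicate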
# TAAR1 antag: human TAAR1 antagonism; hit rate 1.5% among 360,000; CHO RD-HGA16 TAAR1, Fluo-8 calcium fluorescence, antagonist; inhibition, % at 3 µM; Q96RJ0; AID 624466;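 active = inhibition above a per-plate cutoff, the mean inhibition of test compounds on that plate plus 3 SD, cut at about 49% in these data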;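 note: 0% = DMSO plus EC80 beta-PEA response and 100% = DMSO alone without agonist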
# Target sequence (Q96RJ0 whole entry, looked up): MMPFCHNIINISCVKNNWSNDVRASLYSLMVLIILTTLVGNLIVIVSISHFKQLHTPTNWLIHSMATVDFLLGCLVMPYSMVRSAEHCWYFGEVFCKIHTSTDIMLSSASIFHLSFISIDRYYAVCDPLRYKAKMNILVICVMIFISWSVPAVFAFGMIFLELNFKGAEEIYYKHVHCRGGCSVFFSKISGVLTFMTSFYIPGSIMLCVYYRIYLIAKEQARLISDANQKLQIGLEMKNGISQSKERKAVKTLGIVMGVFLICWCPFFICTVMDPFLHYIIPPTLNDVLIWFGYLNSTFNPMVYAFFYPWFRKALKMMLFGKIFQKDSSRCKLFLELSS
#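 Assay system: RD-HGA16 CHO cells with stable hTAAR1 and Gα16 / Reagent: EC80 β-phenethylamine stimulus / Doses: 3 µM, single point / Timing: dye loading 75 min at 37 °C, then 30 min room temperature / Measured by: Fluo-8 intracellular calcium dye fluorescence, real-time kinetic reads / Controls: vehicle wells and EC80 agonist wells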
# CHO-K1 Ca antag: nonselective inhibitor or artifact in parental CHO-K1 cells. ATP-induced calcium, Fluo-8 fluorescence. inhibition, % at 3 µM. hit rate 0.6% among 360,000. AID 602250;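 active = inhibition above a per-plate cutoff, the plate's mean sample inhibition plus 3 SD, cut at about 24% in these data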;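 note: 0% = DMSO plus EC80 ATP and 100% = DMSO alone without ATP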
# V1aR counter: V1a receptor agonism, counter-screen for OXTR agonists; P37288; CHO-V1R cells, Fluo-8 calcium fluorescence, agonist mode; 0% DMSO, 100% 3 nM vasopressin; activation, % at 3 µM; hit rate 0.25% among 320,000; AID 2797;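 active = activation above the mean activation of all tested compounds plus 3 SD, per screening run, cut at about 20% in these data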;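 note: signal is peak over basal fluorescence ratio across a 100 second FLIPR read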
# Target sequence (P37288 whole entry, looked up): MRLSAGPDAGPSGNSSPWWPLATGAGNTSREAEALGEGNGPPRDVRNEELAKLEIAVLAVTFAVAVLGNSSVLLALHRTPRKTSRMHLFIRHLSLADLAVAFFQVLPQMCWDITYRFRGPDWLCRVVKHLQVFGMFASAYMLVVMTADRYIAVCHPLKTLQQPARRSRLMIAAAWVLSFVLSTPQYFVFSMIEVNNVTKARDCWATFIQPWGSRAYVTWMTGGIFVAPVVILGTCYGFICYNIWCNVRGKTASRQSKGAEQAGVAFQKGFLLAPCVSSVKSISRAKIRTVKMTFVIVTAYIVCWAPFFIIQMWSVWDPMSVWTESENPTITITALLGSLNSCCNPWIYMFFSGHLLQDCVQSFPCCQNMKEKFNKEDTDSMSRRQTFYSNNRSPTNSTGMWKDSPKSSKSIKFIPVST
# * hit, by the source's call; . = no result given.
entry	SMILES	OXTR agonist	OXTR potentiator	CHO-K1 Ca PAM	CHO-K1 Ca ag	GPR7 antag	CHO parental Ca	TAAR1 antag	CHO-K1 Ca antag	V1aR counter
1	O=C(NNc1nc2ccc(Cl)cc2s1)c1cc(-c2cccs2)nc2ccccc12	4.0	-9	6	5.1	-7	20	46	7	0.8
2	COc1ccc(OCC(=O)Nc2cc(NC(=O)COc3ccc(OC)cc3)cc(C(=O)O)c2)cc1	1.4	-18	19	0.6	-17	5	-8	-19	0.4
3	CCOC(=O)CSc1nnc2cc(C)c3ccccc3n12	-1.1	-12	8	0.0	-6	-13	0	-3	0.5
4	O=C(N/C(=C\c1ccccc1)C(=O)N1CCOCC1)c1ccc(Br)o1	0.3	-8	-23	0.3	0	-11	4	1	3.7
5	CCC(C)(C)C1CCc2[nH]nc(C(=O)N/N=C(\C)c3ccco3)c2C1 (stereo unspecified)	-2.5	-11	-1	-0.2	-1	-15	-2	0	0.0
6	Cc1cc(S(=O)(=O)NCCc2ccccc2)ccc1-n1cnnn1	7.6	-12	19	7.5	17	-8	0	-12	8.2
7	COc1cccc(C2C(C#N)=C(N)OC(C(C)(C)C)=C2C#N)c1 (stereo unspecified)	-1.1	-16	20	0.4	-10	-8	-10	-3	-0.6
8	COc1ccccc1NS(=O)(=O)c1cccc(NC(=O)Nc2cccc(Cl)c2)c1	13	-18	-12	12	5	30*	79*	34*	9.3
9	O=C1CCCC2=C1C(c1ccc(O)c(O)c1)Nc1ccc3ccccc3c12 (stereo unspecified)	1.1	-3	17	1.0	.	-22	-21	-1	-1.3
10	Cc1ccc2oc(C(=O)NCCCN3CCOCC3)c(C)c2c1	-0.9	-4	-14	0.2	-6	-11	-18	2	0.3
11	O=C(Cc1cccs1)N(CC1CCCO1)C1(C(=O)NC2CCCCC2)CCCCC1 (stereo unspecified)	-2.6	-8	9	2.9	21	4	-23	-8	-1.4
12	O=c1ccc(-c2ccc(S(=O)(=O)Nc3ccc(F)cc3)s2)n[nH]1	1.8	-9	-6	1.0	-9	-3	1	-3	3.3
13	C/C(COc1ccccc1)=N\NC(=O)c1nnn(-c2nonc2N)c1CSc1ccccc1	1.1	-7	11	0.9	-1	-2	3	-19	2.7
14	CC(C)C(C)(C#N)NC(=O)CSc1nc2scc(-c3ccc(F)cc3)c2c(=O)n1Cc1ccccc1 (stereo unspecified)	0.2	-2	8	6.7	-14	-7	2	8	0.9
15	Cc1ccc2c(c1)[C@H]1[C@H](CO2)[C@H](c2ccccc2)[C@]2(C)C(=O)Nc3ccc(Br)cc3C(=O)N12	0.4	-6	20	0.3	.	8	-5	-20	2.5
16	CC(=O)O[C@H]1[C@@H](O)[C@H](O)[C@H](Oc2c(O)c(C)c3c4c2[C@@H](C)CC[C@@H]4[C@@H](C)C[C@@H]3C=C(C)C)O[C@H]1C	.	.	14	-0.2	.	.	-2	-5	.
17	COc1ccc(Cc2c(-c3ccccc3)nc3ccc(Br)cn23)c(C)c1	.	.	-4	0.4	.	.	-5	9	.
18	O=S(=O)(Nc1ccc(-c2csc(-c3ccccc3)n2)cc1)c1ccccc1	-0.9	-6	16	0.2	4	-5	-10	-10	-0.8
19	CCCCNC(=O)C1(C)CCCCN1C(=O)c1sccc1C (stereo unspecified)	.	.	-1	0.2	.	.	-14	2	.
20	CC(=O)c1cccc(NCC(=O)Nc2cc(S(=O)(=O)N3CCCCC3)ccc2C)c1	2.6	-4	-1	7.1	-17	0	-10	-2	5.3

# Arranged by length of the SMILES (largest number first): part of the list above.
entry	SMILES	OXTR agonist	OXTR potentiator	CHO-K1 Ca PAM	CHO-K1 Ca ag	GPR7 antag	CHO parental Ca	TAAR1 antag	CHO-K1 Ca antag	V1aR counter
15	Cc1ccc2c(c1)[C@H]1[C@H](CO2)[C@H](c2ccccc2)[C@]2(C)C(=O)Nc3ccc(Br)cc3C(=O)N12	0.4	-6	20	0.3	.	8	-5	-20	2.5
13	C/C(COc1ccccc1)=N\NC(=O)c1nnn(-c2nonc2N)c1CSc1ccccc1	1.1	-7	11	0.9	-1	-2	3	-19	2.7
11	O=C(Cc1cccs1)N(CC1CCCO1)C1(C(=O)NC2CCCCC2)CCCCC1 (stereo unspecified)	-2.6	-8	9	2.9	21	4	-23	-8	-1.4
17	COc1ccc(Cc2c(-c3ccccc3)nc3ccc(Br)cn23)c(C)c1	.	.	-4	0.4	.	.	-5	9	.

# Next part
entry	SMILES	OXTR agonist	OXTR potentiator	CHO-K1 Ca PAM	CHO-K1 Ca ag	GPR7 antag	CHO parental Ca	TAAR1 antag	CHO-K1 Ca antag	V1aR counter
21	Cc1ccc(/C=C2/NC(=O)N(c3ccccc3)C2=O)o1	2.5	-1	9	0.5	1	-9	7	-4	1.8
22	O=C(OCc1ccccc1)N1CCC2CC1c1ccc(-c3cccc(F)c3)cc12 (stereo unspecified)	.	.	11	0.6	.	.	1	5	.
23	CC(C)N(C)S(=O)(=O)c1ccc(NC(=O)C2=COCCO2)cc1	1.5	-2	17	1.2	.	-9	10	-7	1.7
24	O=C(CCc1ccccc1)NNC(=S)NC(=O)c1ccc(Cl)cc1	1.0	-3	.	.	-7	-5	.	.	1.4
25	CCCC(CCC(=O)Nc1ccc(C(=O)OC)cc1)C(=O)O (stereo unspecified)	-0.1	-9	14	0.0	2	-16	4	6	0.6
26	O=C(CC1C(=O)NCCN1Cc1ccccc1C(F)(F)F)NC1CCCCCC1 (stereo unspecified)	-0.5	-8	16	-0.2	-18	-32	4	-16	0.5
27	COc1ccc(CNC2CCCc3ccccc32)c(OC)c1 (stereo unspecified)	.	.	13	0.5	-11	.	-12	-11	.
28	O=C(Nc1c2c(nn1-c1ccc(F)cc1)CS(=O)(=O)C2)c1ccc(S(=O)(=O)N2CCOCC2)cc1	0.2	-14	5	-0.3	18	8	-39	4	0.3
29	CCC1(CC)NC(=O)N(CC(=O)OCC(=O)c2cc(C)c(C)cc2C)C1=O	.	.	14	1.9	.	.	-1	2	.
30	CCOC1(OCC)N=C(N)C2(C#N)C(c3ccc(NC(C)=O)cc3)C12C#N (stereo unspecified)	0.7	-9	15	0.8	4	2	-15	3	-0.8
31	O=C(Nc1ccc(Cl)cc1Cl)c1ccc2ncsc2c1	4.0	-8	4	21*	11	-12	4	5	6.0
32	O=C(Nc1nc2ccccc2[nH]1)NC1CCCCC1	5.5	-13	-2	23*	-8	3	-12	11	5.9
33	CCOC(=O)c1c(-n2cnnn2)sc2c1CCCC2	-1.1	-7	3	2.8	-6	-1	-10	2	0.3
34	N#Cc1ccsc1NC(=O)CN1CCOCC1	0.6	3	9	1.1	-11	-17	-7	-12	0.7
35	O=C(c1cccc(F)c1)N1CCN(C(=O)c2cc3ncc(Br)cn3n2)CC1	-0.4	2	4	0.7	1	-4	-21	-35	1.7
36	COCc1cccc(-c2csc(C(NC(C)=O)c3cccc(OC)c3)n2)c1 (stereo unspecified)	.	.	-13	1.1	.	.	-18	4	.
37	Cc1ccc(NC(=O)CSc2ccc(-c3ccccn3)nn2)cc1F	1.9	-10	19	3.2	-1	-17	-30	-6	6.3
38	CCOC(=O)C1CCCN(C(=O)/C=C/c2ccc(OC)cc2)C1 (stereo unspecified)	-0.9	-13	1	0.6	-11	-18	-26	3	1.0
39	CC(C)(C)c1cnnn1-c1ccc(/C=N/Nc2ccc([N+](=O)[O-])cc2)cc1	0.6	-4	10	0.6	-6	-14	34	-4	2.1
40	CCOC(=O)/C(=N\Nc1ccc(OC)cc1)c1csc(Nc2ccccc2)n1	-1.0	-6	1	0.6	2	-22	10	-22	0.2

# Structures from the list above containing a COOH group:
entry	SMILES	OXTR agonist	OXTR potentiator	CHO-K1 Ca PAM	CHO-K1 Ca ag	GPR7 antag	CHO parental Ca	TAAR1 antag	CHO-K1 Ca antag	V1aR counter
2	COc1ccc(OCC(=O)Nc2cc(NC(=O)COc3ccc(OC)cc3)cc(C(=O)O)c2)cc1	1.4	-18	19	0.6	-17	5	-8	-19	0.4
25	CCCC(CCC(=O)Nc1ccc(C(=O)OC)cc1)C(=O)O (stereo unspecified)	-0.1	-9	14	0.0	2	-16	4	6	0.6

# Further compounds.
entry	SMILES	OXTR agonist	OXTR potentiator	CHO-K1 Ca PAM	CHO-K1 Ca ag	GPR7 antag	CHO parental Ca	TAAR1 antag	CHO-K1 Ca antag	V1aR counter
41	Cc1nnc(SCC(=O)NCc2ccc3c(c2)OCO3)[nH]c1=O	0.9	0	-12	0.7	-12	-3	-1	13	0.5
42	CC(C)(C)c1nn(-c2ccccc2)c2[nH]c(=O)c(CNCc3ccco3)cc12	-1.5	-8	6	-0.2	-4	-21	-3	-3	0.1
43	CCCN(CCC)CCN1C(=O)C2C(C(=O)Nc3ccc(C)cc3)C3C=CC2(O3)C1C(=O)NC1CCCCC1 (stereo unspecified)	-0.6	-3	9	0.6	2	-16	-3	-16	0.0
44	COc1cc(NS(=O)(=O)c2ccc(NC(=S)NC(=O)c3cccs3)cc2)nc(OC)n1	-1.5	1	13	0.0	-8	-6	-11	1	-0.8
45	O=C(Nc1nccs1)c1cccc(S(=O)(=O)N2CCCC2)c1	1.6	-13	-5	1.0	7	-20	-11	-2	4.9
46	O=C1/C(=C/c2ccccc2F)SC(=S)N1CC(=O)N1CCCCC1c1cccnc1 (stereo unspecified)	0.7	-13	0	6.0	-25	-38	34	-14	3.4
47	COCCN=C1N[C@@H](c2ccccc2)C(C(=O)OC)=C(C)N1Cc1ccccc1	1.7	-4	19	1.7	5	-23	-8	-17	0.3
48	CN(CC1CCOCC1)C(=O)c1ccc2nc(Cc3cccc(Cl)c3)oc2c1	1.2	-4	-8	0.6	2	9	9	10	5.4
49	CCOc1ccc(-n2c(SCC(=O)Nc3ccc(OC)cc3)nc3sc4c(c3c2=O)CCN(C)C4)cc1	-1.3	-3	-4	-1.1	2	-20	-16	-9	-0.2
50	CCOc1cc(C2/C(=C(\O)c3cc(C)ccc3C)C(=O)C(=O)N2CCN(C)C)ccc1O (stereo unspecified)	0.2	-5	11	-0.2	-3	-4	2	1	0.8
51	CCn1ncc(CN2CCC(n3nccc3NC(=O)c3ccccc3Cl)CC2)c1C	.	.	13	1.1	.	.	0	-12	.
52	N#CC(C#N)=Cc1ccc(OCC(=O)N2CCOCC2)cc1	0.3	-11	-7	0.7	-3	-2	2	-9	7.0
53	Cc1ccsc1/C=N/N1CCN(c2ccccc2)CC1	-1.1	1	18	2.9	-1	-11	2	-24	1.9
54	Cn1c(=O)[nH]c(=O)c2c1nc(Br)n2Cc1ccccc1Cl	1.2	0	18	1.6	-2	9	-6	-8	1.7
55	CC(=O)c1cccc(-c2cnc3c(NC=O)cc(-c4ccccc4)cn23)c1	.	.	8	8.4	.	.	34	1	.
56	O=C(NCc1cccnc1)C1c2ccccc2C(=O)N1Cc1ccccc1 (stereo unspecified)	0.2	-10	10	-0.1	-8	-3	-4	4	0.8
57	CCOC(=O)c1cc(-c2cccs2)nn1CCC#N	-0.7	-4	-3	0.0	-8	-12	14	7	1.2
